Bioassay records (PubChem)
LDHA block = qHTS assay for inhibitors of human lactate dehydrogenase | L-lactate dehydrogenase A chain (Homo sapiens), P00338 | purified LDHA, NADH/diaphorase-resazurin fluorescence; active compounds read low | activity change, % (values are at about 110 or 230 µM) | hit rate 0.15% among 480,000 | AID 1347041, 2019; in the data active means activity change below about -30%; inconclusive means mostly about -25% to -30%;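 further: plate controls were DMSO wells for no effect and wells without enzyme for full effect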
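Resorufin fluorescence (ex540/em590), read at 0 and 20 min after diaphorase/resazurin addition, reports the NADH left after a 5 min room-temperature reaction of 2 nM human LDH5 with 0.06 mM NADH and 0.2 mM pyruvate.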
12-LOX inh = Primary qHTS assay for inhibitors of human arachidonate 12S-lipoxygenase (ALOX12): Round 2; hit rate 1.1% among 580,000; Potency, µM (top dose mostly 108 µM), for inactives: at the highest dose activity change, negative = inhibition, most hits filed as inhibitors; purified 12hLO, xylenol orange hydroperoxide absorbance; AID 1671190, 2021; active means well fitted inhibition curve with a large enough effect; inconclusive means small, poorly fitted or top-dose-only effect, or another doubt; inactive means no such curve, though single readings can be large or run the other way; further: potency means the concentration at half of the fitted maximal effect
Target sequence (P18054 whole entry, looked up): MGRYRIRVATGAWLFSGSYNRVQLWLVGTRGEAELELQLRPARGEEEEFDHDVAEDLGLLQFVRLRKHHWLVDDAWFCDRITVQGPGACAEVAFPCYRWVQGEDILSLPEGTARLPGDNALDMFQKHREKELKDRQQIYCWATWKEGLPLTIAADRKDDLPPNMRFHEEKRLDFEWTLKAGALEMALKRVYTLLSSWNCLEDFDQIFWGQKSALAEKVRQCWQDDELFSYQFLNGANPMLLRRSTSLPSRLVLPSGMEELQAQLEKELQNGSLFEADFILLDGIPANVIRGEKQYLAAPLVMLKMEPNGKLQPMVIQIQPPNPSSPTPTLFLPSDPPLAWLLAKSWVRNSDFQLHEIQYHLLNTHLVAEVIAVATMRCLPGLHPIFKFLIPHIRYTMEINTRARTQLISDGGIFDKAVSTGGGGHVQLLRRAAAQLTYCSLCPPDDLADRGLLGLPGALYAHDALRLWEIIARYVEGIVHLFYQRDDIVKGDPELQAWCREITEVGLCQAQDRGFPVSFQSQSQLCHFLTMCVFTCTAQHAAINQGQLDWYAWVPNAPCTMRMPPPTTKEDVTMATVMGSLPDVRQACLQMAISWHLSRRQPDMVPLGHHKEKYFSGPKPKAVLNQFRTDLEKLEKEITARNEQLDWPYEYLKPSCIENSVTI
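Hydroperoxide product was detected by ferrous iron/xylenol orange as the 573 to 405 nm absorbance ratio. Arachidonic acid at 40 uM (final) was turned over for 30 min at room temperature by 150 nM human 12hLO, pH 7.0 Hepes buffer, after 15 min compound preincubation.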
Active calls of the source: *; ? = inconclusive; [ ] = another dose, or the depositor's remark. Unless noted, on the % scale 0 is the no-effect control and ±100 the full control effect. The list is partial. The share of hits here may be higher or lower than overall.

LDHA block,12-LOX inh,SMILES
6,3%,CCCN1C(=O)C(Cc2nc3ccccc3c(=O)n2C)c2cc(Br)ccc21 (stereo unspecified)
-4,1%,CC(=O)c1ccc(-c2c(CCO)sc3ccccc23)cc1
4,?,CC(C)Cn1c(N2CCN(Cc3c(Cl)cccc3Cl)CC2)nc2c1c(=O)[nH]c(=O)n2C
1,-16%,O=C(CN1CCN(S(=O)(=O)Cc2ccccc2)CC1)Nc1cccc(F)c1
-16,6%,C(=N\N=C(c1ccccc1)c1ccccc1)/c1ccsc1
-5,0%,O=C(COC(=O)Cc1cccc2ccccc12)Nc1ccccc1
5,-2%,CONC(=O)c1ccccc1Cc1ccccc1
-5,31%[activator],Clc1ccc(N=Cc2ccc3ccccc3c2)cc1Cl
-2,-38%,CCONC(=O)C(C)Sc1cc(Cl)ccc1Cl (stereo unspecified)
1,?,O=S(=O)(NCCc1cn2ccccc2n1)c1ccc(Cl)cc1C(F)(F)F

New compounds follow
LDHA block,12-LOX inh,SMILES
8,?,Cc1cc(N2CCN(S(=O)(=O)c3ccc(C(F)(F)F)cc3)CC2)nc(C(C)C)n1
13,?,COC(=O)/C(C#N)=C\c1ccc(OCc2ccc(Cl)cc2)c(OC)c1
0,-10%,C#CCN1CCCCC1C(=O)NCCc1ccccc1 (stereo unspecified)
4,21%,COCCCNc1oc(-c2ccc(S(=O)(=O)N3CCC(C)CC3)cc2)nc1C#N
-12,-8%,COc1ccc(S(=O)(=O)N(C)CC(=O)NCC2CCCO2)cc1Cl (stereo unspecified)
7,?,Cc1cc(C)n2nc(C(=O)Nc3nc(-c4cccc(Br)c4)cs3)nc2n1
1,-25%,CCOC(=O)C1C(=O)C=C(c2ccc(C)cc2)CC1c1ccc(C)cc1 (stereo unspecified)
9,-6%,CC(=O)N1CCN(C(=O)CSc2cc(C)c3cccc(C)c3n2)CC1
-1,-13%,CC1(C)CC(NC(=O)Nc2ccc(OC(F)(F)F)cc2)CC(C)(C)N1
-4,?,N#Cc1ccc(Cn2cnc3c(Cl)cc(Cl)cc3c2=O)cc1

Other entries follow:
LDHA block,12-LOX inh,SMILES
-13,?,Cc1ccc(C)c(CN2CCN(c3nc4c(c(=O)[nH]c(=O)n4C)n3CCc3ccccc3)CC2)c1
-15,22%,N#Cc1cccc(NC(=O)CSc2nnc(-c3ccc(F)cc3)n2CC2CCCO2)c1 (stereo unspecified)
13,-90%,CC(C)(C)c1csc(-c2ccc(O)cc2)n1
1,10%,CC(C)CCn1nc(C(=O)Nc2ccc(Cl)cc2)c2ccccc2c1=O
-1,?,COc1ccc(C)cc1CN1CCN(C(=O)Nc2cccc(C)c2)CC1
8,-5%,Cc1cccc(NC(=O)C2(C#N)CCCC2)c1C
11,-15%,COc1cccc(Oc2c(C(F)(F)F)oc3cc(OC)ccc3c2=O)c1
0,14%,NC(=O)C(Sc1ccc2ccccc2c1)c1ccccc1 (stereo unspecified)
0,?,CCCCN(Cc1ccccc1)c1ccc(NS(=O)(=O)c2cccc(F)c2)cc1C(=O)O
-4,-2%,Cc1cccc(NC(=O)CSc2ncc(CO)n2CC(=O)NC2CC2)c1C

Next section:
LDHA block,12-LOX inh,SMILES
0,-10%,O=C(CSc1nc2ccccc2s1)Nc1nc2ccccc2s1
5,1%,O=C(CSc1nc2ccccc2c(=O)n1CCCN1CCOCC1)c1ccc2ccccc2c1
3,7%,CC(NC(C)c1ccccc1Cl)c1ccc(F)cc1 (stereo unspecified)
8,3%,CC(C)(C)C(=O)/C=c1/[nH]c(=O)/c(=C/c2ccc(OC(F)F)cc2)s1
0,2%,Cc1ccc(Cn2c(C)c3cnn(CC(=O)NCc4cccnc4)c(=O)c3c2C)cc1
10,1%,COc1ccc2cc(CNC(=O)c3cnc4ccccc4n3)ccc2c1
5,39%[activator],CCOC(=O)C(NC(=O)/C=C/c1ccccc1Br)C(=O)OCC
5,9%,O=S1(=O)C=C(N2CCC3(CC2)OCCO3)c2ccccc21
-4,?,Cc1cc(N2CCOCC2)nc2ccc(NC(=O)NCC(C)C)cc12
9,?,Cc1c(C(=O)Nc2ccccc2C(N)=O)sc2nc(-c3ccc(F)cc3)cn12

More compounds:
LDHA block,12-LOX inh,SMILES
-20,-17%,O=C(NCC(=O)N1CCN(S(=O)(=O)c2ccc3c(c2)OCCO3)CC1)c1ccc2c(c1)OCO2
-1,37%[activator],CN1C(=O)C2(C(C#N)=C(N)N(c3ccccc3)C3=C2C(=O)OC3)c2ccccc21 (stereo unspecified)
9,6%,CN(C(=O)CSc1nc(-c2ccccc2)no1)C1CCCCC1
0,-4%,COc1cc(OC)c2c(C)c(CC(=O)Nc3ccc4c(c3)OCO4)c(=O)oc2c1
-2,?,CCNc1nc(-c2ccc(S(=O)(=O)N3CCCC3)cc2)cs1
15,?,COCCn1c2c(c(=O)[nH]c1=O)C(c1cccc3ccccc13)C1=C(N2)c2ccccc2C1=O (stereo unspecified)
-20,14%,COc1cc([N+](=O)[O-])cc2cc(C(=O)NC3CCCCCC3)c(=O)oc12
2,-4%,COc1ccc2c(C)c(CC(=O)NC3CCCCC3)c(=O)oc2c1OC
-3,8%,CCCC(=O)N1CCC(C(=O)Nc2cc(C)ccn2)CC1
-25,?,CC(C)C(=O)Nc1ccc(OCC(F)(F)F)c(C#N)c1

Shown in CSV form: entries from further up.
smiles,LDHA block,12-LOX inh
CCCC(=O)N1CCC(C(=O)Nc2cc(C)ccn2)CC1,-3,8%
O=C(NCC(=O)N1CCN(S(=O)(=O)c2ccc3c(c2)OCCO3)CC1)c1ccc2c(c1)OCO2,-20,-17%
CC(C)C(=O)Nc1ccc(OCC(F)(F)F)c(C#N)c1,-25,?
CN(C(=O)CSc1nc(-c2ccccc2)no1)C1CCCCC1,9,6%

Other compounds.
LDHA block,12-LOX inh,SMILES
9,-1%,CCCc1cc(C(=O)NC2CC2)cs1
-6,4%,COc1ccc(/C=C/C(=O)Oc2ccc3oc4ccccc4c3c2)cc1OC
-5,-6%,Cc1cccc(-c2nc(CS(=O)CC(=O)NCc3ccccc3)c(C)o2)c1 (stereo unspecified)
5,19%,CCCc1cc(=O)[nH]c(SCc2nnc(-c3ccc(OCC)cc3)o2)n1
6,-27%,Cc1cc(C)c2c(=O)cc(CSc3nnc(-c4cccc(F)c4)n3C)[nH]c2c1
4,-11%,COc1ccc(-c2coc3cc(OCC(=O)NC(C)c4ccccc4)ccc3c2=O)cc1OC (stereo unspecified)
-1,28%,CCc1cc(CC)n(-c2nc3c(c(=O)n(CC(N)=O)c(=O)n3C)n2CC)n1
2,5%,CNC(=O)c1ccc(-c2nc(CN3CCN(C(=O)Nc4ccc(C)cc4Cl)CC3)c(C)o2)cc1
-5,0%,CC1NS(=O)(=O)c2cc([N+](=O)[O-])ccc21 (stereo unspecified)
-1,-3%,COc1cc(C=O)cc(Cl)c1OCc1cccc(F)c1

More compounds.
LDHA block,12-LOX inh,SMILES
1,6%,O=S(=O)(c1ccc(SCc2cc3c(cc2Br)OCCO3)nc1)N1CCOCC1
5,2%,Cc1cc(C)cc(OCC(=O)Nc2ccc3[nH]ncc3c2)c1
0,-15%,O=C1NC[C@H](CCCCN2CCN(Cc3ccccc3)C(=O)C2=O)N(CCC2CCCCC2)C1=O
1,-28%,O=C(C1=C(c2ccccc2)SCCO1)N(Cc1ccccc1)C1CCS(=O)(=O)C1 (stereo unspecified)
6,?,O/N=C1\CCCc2c1nc(-c1ccccc1)n2O
3,-20%,CC(C)n1nc(C(=O)Nc2cc(C(F)(F)F)ccc2N2CCOCC2)c2ccccc2c1=O
15,-4%,COc1cc(NC(=O)Cn2c(NCc3ccccc3)nc3ccccc32)cc(OC)c1
-12,46%[activator],O=c1[nH]c(-n2cccc2)c(-c2c(-c3ccc(Cl)cc3)[nH]c3[nH]c(=O)[nH]c(=O)c23)c(=O)[nH]1
-12,-11%,C=C(C)Cn1c(SCC(=O)Nc2ccccc2)nc2c1c(=O)n(C)c(=O)n2C
0,39%,COc1ccc(C(=O)NCC(O)c2ccc(C)cc2)cc1 (stereo unspecified)

Compound profiles, from the list above. Order of screens: LDHA block | 12-LOX inh
Record of `Cc1cc(C)cc(OCC(=O)Nc2ccc3[nH]ncc3c2)c1` → 5 | 2%
Record of `COc1ccc(C(=O)NCC(O)c2ccc(C)cc2)cc1` (stereo unspecified) → 0 | 39%
Record of `O/N=C1\CCCc2c1nc(-c1ccccc1)n2O` → 6 | ?
Record of `O=C(C1=C(c2ccccc2)SCCO1)N(Cc1ccccc1)C1CCS(=O)(=O)C1` (stereo unspecified) → 1 | -28%
Record of `CC(C)n1nc(C(=O)Nc2cc(C(F)(F)F)ccc2N2CCOCC2)c2ccccc2c1=O` → 3 | -20%

Carrying on:
LDHA block,12-LOX inh,SMILES
86,-8%,CCOc1ccc(NC(=O)C(C)Nc2ccc3oc(C)nc3c2)cc1 (stereo unspecified)
-1,21%,CCCc1nc2ccccc2n1CC(O)c1ccccc1 (stereo unspecified)
-10,?,CC(C)c1ccc(CN(C(=O)c2cc(=O)c3ccccc3o2)C2CCS(=O)(=O)C2)cc1 (stereo unspecified)
13,-21%,COC(=O)c1cc2n(n1)CC(C)(C(=O)NC1CCC(C)CC1)N(CCc1cccs1)C2=O (stereo unspecified)
4,9%,CCN1CCN(c2nc(Nc3ccc(OC)cc3)c3nccnc3n2)CC1
-1,4%,COc1cccc(CNC(=O)c2ccc(C(F)(F)F)cc2)c1
9,-19%,Cc1cc(N)nc(SC(C)C(=O)c2ccc(F)cc2)n1 (stereo unspecified)
7,-8%,COc1ccc(COc2ccc(C#N)cc2OC)cc1F
-5,-8%,CC(OC(=O)c1cc(=O)[nH]c2ccccc12)C(=O)NC1(C#N)CCCCC1 (stereo unspecified)
-7,?,O=C(O)CCCNC(=O)Cn1ccc2ccc(Cl)cc21

Next section
LDHA block,12-LOX inh,SMILES
-5,-2%,CN(CC(=O)NC(=O)NC1CC1)Cc1cccc(F)c1
2,-4%,N#Cc1ccc(-c2nc3c4ccccc4ccn3c2Cc2ccsc2)cc1
-11,-3%,Cc1ccc(S(=O)(=O)Nc2nc3ccccc3nc2Nc2ccc3c(c2)OCO3)c(C)c1
1,73%[activator],CCN(CC)CCCn1c(-c2ccccc2)cn2c3ccccc3nc12
-25,15%,CCc1ccc(C(CNC(=O)c2cccc3ncccc23)N(C)C)cc1 (stereo unspecified)
1,-8%,CCn1c(-n2nc(C)cc2C)nc2c1c(=O)n(CCc1ccccc1)c(=O)n2C
-9,?,CC(=O)Nc1nc2c(C)cc(NC(=O)Nc3ccccc3)cc2s1
3,-1%,COC(=O)[C@]12CCCCC=C1N(CCc1ccc(OC)c(OC)c1)C(=O)[C@H](CC(=O)NCC13CC4CC(CC(C4)C1)C3)C2
-2,-38%,CCC(CO)NC(=O)c1nc(-c2cccc3[nH]ccc23)no1 (stereo unspecified)
-3,0%,[N-]=[N+]=NC(c1ccccc1)C(NC(=O)c1cc(C(F)(F)F)cc(C(F)(F)F)c1)c1ccccc1 (stereo unspecified)

The list goes on.
LDHA block,12-LOX inh,SMILES
-14,22%,CC(C)Cn1nc(C(=O)NCc2ccc(C(=O)O)cc2)c2ccccc2c1=O
8,-52%,CC(C(=O)N(C)CC(=O)Nc1ccccc1C(F)(F)F)N1CCN(Cc2ccc(Cl)cc2)CC1 (stereo unspecified)
10,3%,CC(=O)N1CCC(N(CCCN2CCC(C)CC2)C(=O)Nc2ccccc2C)CC1
0,?,Cc1cc(/C=C(/CCCC(=O)O)c2nc3ccccc3s2)cc(C)c1O
12,?,O=C(NCCN1CCCCC1)c1nc(-c2ccc3cc[nH]c3c2)no1
5,?,O=C(O)c1cc(-c2ccc(Cl)s2)nc2c(Cl)cccc12
4,-21%,COc1ccc(COC[C@H](CC(C)C)N2CCN(C(=O)c3cccc(C(F)(F)F)c3)CCC2=O)cc1
6,-23%,COc1cccc(C2=NS(=O)(=O)N(C)C(C(=O)NC3CCCC3)=C2)c1
1,-1%,CCCN(Cc1nnc(-c2ccccc2Cl)o1)C(=O)c1cc(S(=O)(=O)N(C)C)ccc1Cl
5,2%,Cc1nc2ccccc2n1N

(more compounds)
LDHA block,12-LOX inh,SMILES
1,?,C=CCn1c(CC)nc2ccccc21
5,?,CCCCC(=O)Nc1ccc2oc(-c3ccc(Cl)cc3)nc2c1
1,26%,CCCCOC(=O)COc1ccc2c(=O)c(Oc3cccc(C)c3)c(C(F)(F)F)oc2c1
-1,?,CC(=C/c1ccccc1)/C=N/Nc1ccc([N+](=O)[O-])cc1
0,-13%,O=C(NCc1ccccc1)C(c1ccc(C(F)(F)F)cc1)n1c(=O)c(-c2ccccc2)nc2ccccc21 (stereo unspecified)
1,?,Cc1nc(Nc2ccc(F)cc2F)sc1C(=O)Nc1ccccc1
7,2%,Cc1ccc(NC(=O)[C@H](Cc2ccccc2)n2cnnn2)cc1
-2,-17%,COC(=O)c1cc(OC(=O)c2ccncc2)cc(C(=O)OC)c1
-5,-29%,O=C(CCc1ncc(-c2ccccc2Cl)o1)NCc1ccccc1
-33*,-3%,COc1cc(SC)ccc1C(=O)OC(C(=O)c1ccccc1)c1ccccc1 (stereo unspecified)
6,-9%,Cc1ccc2cc(CSc3nnc(C(F)(F)F)n3C)c(Cl)nc2c1C
3,?,Cc1ccc(CNc2nc(-c3ccco3)nn2C(=O)CC(C)C)cc1
7,27%,COc1ccc(CCOC(=O)Cc2coc3cc(C)c(C)cc23)cc1
